Assay outcomes as filed in PubChem.
NR5A2 inv ag: inverse agonists of human LRH-1 (NR5A2) | HEK293T StAR-luciferase reporter, LRH-1 transfected, 24 h | inhibition, % at 3.6 µM | hit rate 0.13% among 360,000 | O00482;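 active = inhibition above the mean inhibition of all tested compounds plus 3 SD, cut at about 73% in these data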;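 also: 0% = DMSO wells and 100% = reporter-only cells lacking LRH-1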
NCOA3 inh: human NCOA3 inhibition; HEK293 GAL4-SRC3 luciferase reporter, luminescence; hit rate 0.17% among 360,000; Q9Y6Q9; inhibition, % at 3.6 µM; AID 588352;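 active = inhibition above a per-campaign cutoff, the mean of all compounds plus 3 SD, cut at about 60% in these data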;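 also: 0% = DMSO-treated cells and 100% = gossypol-treated cells at 36 µM; higher means less SRC3-driven luciferase light from the GAL4 reporter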
ABHD5-PLIN5 inh: ABHD5-PLIN5 protein interaction inhibition. Split G. princeps luciferase complementation, luminescence, 4 h. inhibition, % at 4 µM. hit rate 0.78% among 360,000;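 active = inhibition above the mean inhibition across every tested compound plus 3 SD, cut at about 22% in these data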;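 also: 0% = DMSO only wells and the 100% control is not disclosed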
NOD2 RIPK2 PPI: inhibitors of human NOD2-RIPK2 interaction | O43353 | hit rate 0.38% among 360,000 | CHO BLA complementation NOD2-RIPK2, CCF4 ratio | inhibition, % at 4.98 µM; in the data active = inhibition above about 21%;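 also: 0% = vehicle only and 100% = reference blocker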
TROY NFkB inh: blocks TROY-dependent signaling in reporter cells; Q293 LMP1-TROYcd NF-kB luciferase reporter, 4 h; inhibition, % at 10 µM; hit rate 0.98% among 360,000; AID 1347056;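 active = compounds whose plate-normalised and pattern-corrected inhibition of the luciferase reporter signal at the single screening dose is 50% or more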
COUP-TFII inh: inhibitors of human COUP-TFII (NR2F2); HEK293T NGFI-A luciferase reporter, luminescence; inhibition, % at 8.6 µM; hit rate 0.7% among 370,000; AID 686940;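 active = inhibition above a per-plate cutoff, mean inhibition of test wells between control levels plus 3 SD, cut at about 38% in these data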;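 also: cells cotransfected with COUP-TFII expression vector driving the NGFI-A reporter; 0% = median of COUP-TF2 test wells and 100% = reporter-only cells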
TWEAK Fn14 block: inhibitors of TWEAK-Fn14 interaction signaling; TWEAK-stimulated Fn14 reporter cells, luciferase luminescence, 8 h; inhibition, % at 10 µM; AID 1159606; hit rate 2% among 360,000; in the data active = inhibition above about 50%
TLR9-MyD88 block: TLR9-MyD88 interaction inhibition; Q9NR96+Q99836; CHO BLA complementation TLR9-MyD88, CCF4 FRET ratio; inhibition, % at 4.98 µM; hit rate 0.21% among 340,000; AID 504734;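 active = inhibition above the mean over all tested compounds plus 3 SD, cut at about 21% in these data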;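 also: 0% = DMSO only wells and 100% = clavulanate BLA inhibitor control wells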
NCOA1 inh: inhibits human SRC1 coactivator; HEK293 GAL4-SRC1 luciferase reporter, luminescence; inhibition, % at 3.6 µM; hit rate 0.12% among 360,000;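 active = inhibition above the campaign mean plus 3 SD, with each screening campaign given its own cutoff, cut at about 60% in these data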;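 also: 0% = DMSO treated cells and 100% = gossypol at 36 µM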
Target sequence (Q15788 whole entry, looked up, the tested form may be a part): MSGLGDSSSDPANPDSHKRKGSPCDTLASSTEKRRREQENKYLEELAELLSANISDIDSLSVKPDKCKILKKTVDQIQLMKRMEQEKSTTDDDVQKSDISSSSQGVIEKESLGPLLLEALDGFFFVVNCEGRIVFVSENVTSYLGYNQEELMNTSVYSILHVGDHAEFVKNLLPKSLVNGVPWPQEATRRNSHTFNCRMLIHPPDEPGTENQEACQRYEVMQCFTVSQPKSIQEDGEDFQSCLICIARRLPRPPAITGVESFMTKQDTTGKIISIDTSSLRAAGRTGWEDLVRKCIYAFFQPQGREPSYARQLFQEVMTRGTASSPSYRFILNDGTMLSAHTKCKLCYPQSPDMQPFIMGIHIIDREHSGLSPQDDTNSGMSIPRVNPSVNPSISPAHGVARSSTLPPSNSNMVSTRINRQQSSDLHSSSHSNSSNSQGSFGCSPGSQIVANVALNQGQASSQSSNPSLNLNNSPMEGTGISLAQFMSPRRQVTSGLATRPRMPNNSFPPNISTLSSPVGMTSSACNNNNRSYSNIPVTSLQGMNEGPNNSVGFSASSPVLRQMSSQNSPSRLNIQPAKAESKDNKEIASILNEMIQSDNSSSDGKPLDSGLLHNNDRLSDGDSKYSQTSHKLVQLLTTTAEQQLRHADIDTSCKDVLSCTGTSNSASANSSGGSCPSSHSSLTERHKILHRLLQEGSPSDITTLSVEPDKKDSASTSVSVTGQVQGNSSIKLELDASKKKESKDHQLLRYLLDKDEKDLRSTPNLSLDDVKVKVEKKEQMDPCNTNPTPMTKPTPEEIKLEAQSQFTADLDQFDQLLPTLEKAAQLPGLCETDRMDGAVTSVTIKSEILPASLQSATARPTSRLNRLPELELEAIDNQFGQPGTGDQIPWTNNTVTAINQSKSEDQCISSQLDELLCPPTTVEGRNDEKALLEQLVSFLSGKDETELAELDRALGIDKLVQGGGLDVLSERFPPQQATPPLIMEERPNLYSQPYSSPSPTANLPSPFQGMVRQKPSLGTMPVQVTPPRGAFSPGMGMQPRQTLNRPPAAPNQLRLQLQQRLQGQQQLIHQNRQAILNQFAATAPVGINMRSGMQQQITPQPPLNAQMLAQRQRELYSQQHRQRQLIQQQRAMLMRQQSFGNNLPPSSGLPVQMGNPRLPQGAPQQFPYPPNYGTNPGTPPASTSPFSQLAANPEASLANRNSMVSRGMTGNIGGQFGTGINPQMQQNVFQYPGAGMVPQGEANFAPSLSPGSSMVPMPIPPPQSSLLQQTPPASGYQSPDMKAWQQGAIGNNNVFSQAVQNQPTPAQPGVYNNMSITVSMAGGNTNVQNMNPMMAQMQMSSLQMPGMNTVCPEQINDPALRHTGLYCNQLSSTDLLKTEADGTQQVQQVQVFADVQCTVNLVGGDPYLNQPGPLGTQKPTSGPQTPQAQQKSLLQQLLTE
Exocytosis inh: blocks lytic granule exocytosis; TALL-104 LAMP-1 surface exposure, flow cytometry; cells stimulated with thapsigargin and PMA; inhibition, % at 10 µM; AID 651702; hit rate 0.66% among 360,000;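 active = inhibition above about 55%, limit read from the data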
SRC2 inh: inhibits human steroid receptor coactivator 2; inhibition, % at 9 µM; hit rate 0.17% among 370,000; HEK293 GAL4-SRC2 luciferase reporter, luminescence; AID 651957; Q15596;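 active = inhibition above the mean inhibition of all tested compounds plus 3 SD, set per campaign, cut at about 52% in these data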;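 also: 0% = DMSO treated cells and 100% = cells given Gossypol at 36 µM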
Starred values were filed as active, the others as inactive; · = no result given. These rows are one share of the data, so the mix of outcomes need not match the whole.

SMILES	NR5A2 inv ag	NCOA3 inh	ABHD5-PLIN5 inh	NOD2 RIPK2 PPI	TROY NFkB inh	COUP-TFII inh	TWEAK Fn14 block	TLR9-MyD88 block	NCOA1 inh	Exocytosis inh	SRC2 inh
COC(=O)c1cn(C(=O)c2ccc(F)cc2)c2ccccc12	5	14	1	-1	14	-3	11	8	1	1	-15
O=c1[nH]nc(SCCS(=O)(=O)c2ccc(F)cc2)n1-c1ccccc1C(F)(F)F	2	-1	6	-2	17	0	5	4	10	-14	-8
COC(=O)c1ccc(N2C(=O)CC(NCc3ccccc3)C2=O)cc1 (stereo not given)	11	-1	6	2	-22	-2	5	-6	-18	1	11
NC(=O)CC(NC(=O)Cc1cccc2ccccc12)c1ccc(N2CCN(c3ccccc3)CC2)c([N+](=O)[O-])c1 (stereo not given)	9	-16	-1	3	8	9	30	6	1	-3	-3
CCOC(=O)C(=CNc1ccc2c(c1)CCN2C(C)=O)C(=O)OCC	-13	12	8	-21	47	27	19	-6	-13	0	6
CCC(=O)c1ccc(OCC(O)CN(CCc2ccccc2)Cc2ccccc2)cc1 (stereo not given)	-8	6	9	-7	25	6	16	-3	11	16	-13
O=C(O)CN1C(=O)NC2(CCOc3ccccc32)C1=O (stereo not given)	9	-4	0	-1	7	9	-6	-3	-5	-6	-19
COc1ccc(NC(=O)C2COc3ccccc3O2)cc1S(=O)(=O)N1CCOCC1 (stereo not given)	-34	6	-14	-6	-1	-5	-2	-13	-17	3	-53
Cc1[nH]c(=O)[nH]c(=O)c1S(=O)(=O)N1CCCc2ccccc21	-18	0	-2	-2	17	3	-8	5	-35	-2	7
Cc1cc(C)nc(NC2=NCC(=O)N2c2cccc(Cl)c2)n1	-2	11	5	2	12	12	-13	-2	-13	-1	-9
COc1ccc(NC(=O)COC(=O)c2ccc(N3CCCC3=O)cc2)cc1OC	-7	-8	-3	0	-4	-17	9	4	-1	1	-6
Cc1cc(-c2nnco2)c(C)n1-c1ccc(F)cc1	8	-73	4	-1	12	-4	13	14	-16	4	-15
Cc1cccc(OC(=O)c2ccncc2)c1C	12	6	1	7	20	9	1	1	-1	-1	-3
Cc1ccc(S(=O)(=O)Nc2cccc(C(=O)NCCCN3CCOCC3)c2)cc1F	-5	-17	-3	1	11	8	10	5	2	-4	15
CC#CC(=O)N1CCC(CO)(CCc2ccccc2)CC1	-10	-18	-1	-12	-30	2	-1	-10	-10	-2	-31
CCc1cccc(C)c1NC(=S)NCc1ccc2c(c1)cc(C)n2C	-20	9	4	-6	22	-5	16	-8	-12	-1	-6
O=C(COc1cccc(C(F)(F)F)c1)Nc1cccnc1	-20	10	-5	3	-14	-25	0	-3	-5	-6	2
CCOc1ccc(-c2noc(-c3cccnc3)n2)cc1OCC	-14	-10	-2	-11	-17	-16	-6	·	-5	-12	-2
COc1cc(C2C(C#N)=C(N)Oc3c2ccc2ccccc32)ccc1OCC(=O)Nc1cccc(C)c1 (stereo not given)	-23	8	3	-2	3	17	20	-1	-4	-1	12
CN1C(=O)N(CC(=O)NCc2ccc(Cl)cc2Cl)C(=O)C12CCCCC2	14	15	3	-8	-1	2	-16	11	-11	1	13

Some of the entries so far, as comma-separated lines.
Structure,NR5A2 inv ag,NCOA3 inh,ABHD5-PLIN5 inh,NOD2 RIPK2 PPI,TROY NFkB inh,COUP-TFII inh,TWEAK Fn14 block,TLR9-MyD88 block,NCOA1 inh,Exocytosis inh,SRC2 inh
NC(=O)CC(NC(=O)Cc1cccc2ccccc12)c1ccc(N2CCN(c3ccccc3)CC2)c([N+](=O)[O-])c1 (stereo not given),9,-16,-1,3,8,9,30,6,1,-3,-3
CCOC(=O)C(=CNc1ccc2c(c1)CCN2C(C)=O)C(=O)OCC,-13,12,8,-21,47,27,19,-6,-13,0,6
CCC(=O)c1ccc(OCC(O)CN(CCc2ccccc2)Cc2ccccc2)cc1 (stereo not given),-8,6,9,-7,25,6,16,-3,11,16,-13
O=C(O)CN1C(=O)NC2(CCOc3ccccc32)C1=O (stereo not given),9,-4,0,-1,7,9,-6,-3,-5,-6,-19
COc1ccc(NC(=O)C2COc3ccccc3O2)cc1S(=O)(=O)N1CCOCC1 (stereo not given),-34,6,-14,-6,-1,-5,-2,-13,-17,3,-53
Cc1[nH]c(=O)[nH]c(=O)c1S(=O)(=O)N1CCCc2ccccc21,-18,0,-2,-2,17,3,-8,5,-35,-2,7
Cc1cc(C)nc(NC2=NCC(=O)N2c2cccc(Cl)c2)n1,-2,11,5,2,12,12,-13,-2,-13,-1,-9
COc1ccc(NC(=O)COC(=O)c2ccc(N3CCCC3=O)cc2)cc1OC,-7,-8,-3,0,-4,-17,9,4,-1,1,-6
Cc1cc(-c2nnco2)c(C)n1-c1ccc(F)cc1,8,-73,4,-1,12,-4,13,14,-16,4,-15
Cc1cccc(OC(=O)c2ccncc2)c1C,12,6,1,7,20,9,1,1,-1,-1,-3
Cc1ccc(S(=O)(=O)Nc2cccc(C(=O)NCCCN3CCOCC3)c2)cc1F,-5,-17,-3,1,11,8,10,5,2,-4,15
CC#CC(=O)N1CCC(CO)(CCc2ccccc2)CC1,-10,-18,-1,-12,-30,2,-1,-10,-10,-2,-31
CCc1cccc(C)c1NC(=S)NCc1ccc2c(c1)cc(C)n2C,-20,9,4,-6,22,-5,16,-8,-12,-1,-6
O=C(COc1cccc(C(F)(F)F)c1)Nc1cccnc1,-20,10,-5,3,-14,-25,0,-3,-5,-6,2
CCOc1ccc(-c2noc(-c3cccnc3)n2)cc1OCC,-14,-10,-2,-11,-17,-16,-6,·,-5,-12,-2
COc1cc(C2C(C#N)=C(N)Oc3c2ccc2ccccc32)ccc1OCC(=O)Nc1cccc(C)c1 (stereo not given),-23,8,3,-2,3,17,20,-1,-4,-1,12

Following part
SMILES	NR5A2 inv ag	NCOA3 inh	ABHD5-PLIN5 inh	NOD2 RIPK2 PPI	TROY NFkB inh	COUP-TFII inh	TWEAK Fn14 block	TLR9-MyD88 block	NCOA1 inh	Exocytosis inh	SRC2 inh
COc1ccc(NC(=O)C(c2ccc(C(F)(F)F)cc2)n2c(=O)c(-c3cc4ccccc4[nH]3)nc3ccccc32)cc1 (stereo not given)	-28	·	-10	41*	·	-9	·	·	·	11	2
Cc1nc2ccccc2n1CCOc1ccc(F)cc1	-3	-10	10	-8	-16	-5	1	9	-5	-3	14
CSc1ccc(C(C(C(=O)c2cccs2)N2CCOCC2)N2CCOCC2)cc1 (stereo not given)	-18	-4	1	-10	-59	-2	10	0	-9	-1	-21
NNC(=O)CNC(c1ccccc1)c1cc(Br)ccc1NC(=O)c1ccc(Br)cc1 (stereo not given)	23	-7	-2	-16	10	7	7	1	8	3	2
Nc1nnc(CCOc2ccccc2Cl)s1	-17	3	1	2	-18	10	-8	-9	-29	-2	-5
COC(=O)c1ccc(CSc2nc(-c3ccccc3)cs2)o1	-33	-8	0	1	-55	4	-1	-3	-28	-4	-21
O=C(NCc1ccccn1)[C@@H]1CCCN1C(=O)[C@@H]1CCCN1C(=O)c1cccs1	3	·	1	-7	-8	17	-10	·	·	-5	-21
CC(OC(=O)/C=C/c1cccs1)C(=O)Nc1ccc(C(N)=O)cc1 (stereo not given)	7	3	1	-3	-12	14	-6	-6	-4	2	8
O=C(N/N=C/C=C/c1ccccc1)c1cc2c(ccc3ccccc32)o1	11	1	8	9	-8	-2	-18	-9	2	-3	11
Cc1ccccc1NC(=S)N(Cc1ccccc1)Cc1cccnc1	2	10	-3	-1	-5	6	-3	-6	5	1	-10
Cc1cc(C(=O)COC(=O)c2ccc[nH]c2=O)c(C)n1-c1ccccc1F	-148	-60	-6	2	33	11	59*	-1	-83	-3	32
O=C(Nc1ccccc1)c1ccc(NCCN2CCOCC2)c(S(=O)(=O)N2CCOCC2)c1	16	-10	0	-4	12	-1	-8	7	1	-1	-24
CCc1sc(C(=O)Nc2ncccc2O)cc1C	-95	-80	6	-1	19	6	41	5	-91	-2	-34
CCCNC(=O)COC(=O)c1cc(C)nc2ccccc12	0	6	5	-11	-5	17	-7	-7	-13	-2	9
COc1cc2ccccc2cc1C(=O)Nc1ccccc1Cl	-107	-136	-11	-1	3	-10	28	3	-122	8	-48
COc1ccc(CNC(=O)C2CC(C)=C(C)CC2C(=O)O)cc1 (stereo not given)	12	0	1	-1	-30	6	18	0	-9	-2	-21
COc1ccc(COC(=O)N/N=C(\C)CC(=O)Nc2c(C)cc(C)cc2C)cc1	16	18	1	-1	-10	1	-15	-1	1	0	-3
Cc1ccccc1C(=O)Nc1ccnn1C1CCN(Cc2cnn(C)c2)CC1	-14	-14	-1	-1	-14	25	-15	-9	0	-9	-15
CCC(C(=O)OCC(=O)NC(=O)c1ccccc1)c1ccccc1 (stereo not given)	3	4	0	-1	-8	11	-37	0	2	-8	-2
O=C(CNC(=O)c1ccc(Br)cc1)NCc1cccnc1	-9	2	-4	8	-3	1	-5	-2	-3	-4	-15
COc1ccc(NC(=O)O/N=C/c2ccc(Br)cc2)cc1	-10	-14	-5	-3	-57	-28	-15	1	-49	12	-27
COc1ccc(-n2c(SCC(=O)Nc3ccc4c(c3)OCO4)nc3ccccc3c2=O)cc1	-18	-10	-13	-8	0	-6	1	-9	-3	-1	4
Cc1cc(C)n2c(SCC(=O)NC3CCCCC3C)nnc2n1 (stereo not given)	17	15	2	-3	-6	-8	7	1	3	-3	-39
O=C1CN(C(=O)N[C@@H](Cc2ccccc2)C(=O)N[C@@H](C(=O)O)c2ccccc2)c2ccccc2N1	-9	-3	-2	-2	3	-16	-11	-2	0	0	-28
Cn1cnc2cc(NCc3ccc(Cl)cc3)ccc21	-96	-92	3	8	-25	-33	1	2	-87	3	-24
Cc1cc(-c2nn(-c3ccccc3F)cc2CN2CCCC(O)C2)c(C)s1 (stereo not given)	2	10	8	-24	0	10	4	-4	5	3	3
CCOC(=O)[C@]12CCCC=C1N(Cc1ccc3c(c1)OCO3)C(=O)[C@H](CC(=O)N1CCSCC1)C2	-14	·	3	1	16	11	0	·	·	-14	4
COC(=O)c1[nH]c2cc(OC)c(OC)cc2c1NC(=O)Oc1ccccc1	13	-1	3	9	5	-14	23	-4	-7	-2	3
C=CCNc1nc(N)c([N+](=O)[O-])c(NCCO)n1	-16	3	-4	-5	11	0	2	-7	-17	-11	28
COc1cc2nc(-c3ccccc3C)oc(=O)c2cc1OC	6	5	4	-1	-9	2	-10	-7	-45	4	0
O=C(NCc1ccc(Cl)c(Cl)c1)c1cc(C2CCCCN2C(=O)c2ccccc2)on1 (stereo not given)	15	6	-5	2	22	35	23	·	-1	2	16
Cc1cc(Cl)ccc1N(CC(=O)NCc1ccc2c(c1)OCO2)S(C)(=O)=O	11	-4	1	-18	-3	10	5	·	-1	5	1
O=C(COC(=O)c1ccc(Br)o1)NCCCc1ccccc1	2	17	3	-4	5	-2	1	2	1	3	-28
Cc1ccccc1C(=O)c1cccn1CC(=O)NCc1ccc(Cl)cc1	6	-9	1	2	-5	-12	-5	2	-5	-3	19
